High-throughput results: PubChem, National Center for Advancing Translational Sciences (NCATS)
LMNA splice mod: modulators of lamin A splicing | AID 1487 | hit rate 0.01% among 200,000 | Potency, µM (highest dose often 46.1 µM), for inactives: top-dose ratio change, negative = inhibition, actives largely listed as inhibitors | HeLa LMNA splicing GFP/RFP minigene ratio, 48 h; active = well fitted inhibition curve with a large enough effect in the signal ratio, with a control signal flat, not every such curve was filed as active; inconclusive = small, poorly fitted or top-dose-only effect, or effect the other way, or a change in a side signal; the % refers to the signal ratio; also: potency is read from the fitted curve at half-maximal effect; % is scaled to controls: 0 for no effect and ±100 for the full control effect
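Read-out is the ratio of GFP to DsRed2 object intensity, acquired by 488 nm laser-scanning cytometry on HeLa lamin A-EGFP minigene reporter cells. Compound incubation 48 hrs at 37 °C in Opti-MEM with 2% FBS; DMSO 0.5% final.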
Epigenetic reg: derepresses silenced GFP reporter in murine cells; hit rate 0.2% among 280,000; murine LDR cells, GFP reporter derepression, 30 h; Potency, µM (top dose mostly 53.9 µM), for the others: at the top dose GFP activation, hits mostly activators; also: potency is read from the fitted curve at half-maximal effect; % of control where 0% means no effect; nearly all actives have a fitted effect of over 60% in size
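GFP-positive cell count by laser-scanning cytometry (objects 20–120 um) after 30 h, 37 C compound exposure of murine LDR cells; reporter is CMV-GFP integrated at a silenced locus, inducible by HDAC or DNMT inhibitors.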
NPSR antagonist: antagonists of human neuropeptide S receptor cAMP signaling; Q6W5P4; CHO-NPSR cells, cAMP TR-FRET, antagonist mode; Potency, µM (top dose mostly 38.3 µM), inactives show top-dose activity change, negative = inhibition, hits mostly inhibitors; hit rate 1% among 220,000; also: potency is read from the fitted curve at half-maximal effect; % is scaled to controls: 0 for no effect and ±100 for the full control effect; nearly all actives have a fitted effect of over 50% in size; many of its hits are not listed in these tables
Target sequence (Q6W5P4 whole entry, looked up): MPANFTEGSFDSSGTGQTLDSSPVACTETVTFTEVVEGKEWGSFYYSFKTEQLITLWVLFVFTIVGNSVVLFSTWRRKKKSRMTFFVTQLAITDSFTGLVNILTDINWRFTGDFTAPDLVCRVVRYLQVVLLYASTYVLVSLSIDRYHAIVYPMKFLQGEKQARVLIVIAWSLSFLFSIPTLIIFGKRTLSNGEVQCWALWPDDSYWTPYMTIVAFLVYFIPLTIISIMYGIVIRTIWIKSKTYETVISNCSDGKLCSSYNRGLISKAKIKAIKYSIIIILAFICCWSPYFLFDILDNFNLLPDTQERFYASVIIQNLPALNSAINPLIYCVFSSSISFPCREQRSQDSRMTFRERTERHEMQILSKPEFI
Luc counter: blocks Kinase-Glo luciferase, a counter-screen artifact; Potency, µM (titrated, usually from 38.3 µM), for inactives: top-dose activity change, negative = inhibition, most hits filed as inhibitors; hit rate 0.28% among 200,000; AID 1379; Kinase-Glo luciferase, ATP luminescence, 8 min; Q27757; also: potency is read from the fitted curve at half-maximal effect; % is scaled to controls: 0 for no effect and ±100 for the full control effect; nearly all actives have a fitted effect of over 60% in size
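Compound is pinned into ATP-containing buffer (10 uM ATP, imidazole pH 7.2, 7 mM MgCl2). Kinase-Glo luciferase reagent is then added. Light output is recorded following an 8-min room-temperature incubation.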
CBFb-RUNX1 inh: inhibitors of human CBF-beta and RUNX1 interaction; AlphaScreen CBFb-His/RUNX1-biotin binding, biochemical; Potency, µM (top dose mostly 59.8 µM), without a hit: top-dose activity, negative = inhibition, actives largely listed as inhibitors; Q01196+Q13951; 230,000 tested, under 10 active; also: % of control where 0% means no effect
Target sequence (Q01196 whole entry, looked up): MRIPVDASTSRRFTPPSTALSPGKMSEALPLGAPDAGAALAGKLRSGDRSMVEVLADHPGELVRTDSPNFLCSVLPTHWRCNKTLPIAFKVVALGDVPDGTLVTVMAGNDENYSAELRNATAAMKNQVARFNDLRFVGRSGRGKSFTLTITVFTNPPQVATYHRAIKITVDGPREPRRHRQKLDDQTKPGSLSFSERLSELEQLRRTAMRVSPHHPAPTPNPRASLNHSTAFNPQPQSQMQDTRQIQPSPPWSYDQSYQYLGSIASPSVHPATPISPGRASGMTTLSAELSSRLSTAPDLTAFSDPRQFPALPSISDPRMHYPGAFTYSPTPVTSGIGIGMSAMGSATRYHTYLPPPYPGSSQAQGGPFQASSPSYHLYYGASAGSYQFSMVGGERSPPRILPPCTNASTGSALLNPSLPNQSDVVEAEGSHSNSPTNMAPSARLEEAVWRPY
Target sequence (Q13951 whole entry, looked up): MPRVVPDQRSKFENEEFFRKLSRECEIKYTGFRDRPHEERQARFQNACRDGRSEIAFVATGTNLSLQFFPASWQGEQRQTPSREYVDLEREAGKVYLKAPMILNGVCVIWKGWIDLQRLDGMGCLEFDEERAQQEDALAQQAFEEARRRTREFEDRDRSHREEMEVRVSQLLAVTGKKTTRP
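Read-out: AlphaScreen. Format: His-CBF-beta with biotinylated RUNX1 (30 nM each) preincubated 20 min, compound 15 min, Ni-chelate plus streptavidin beads 90 min; room temperature throughout.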
IMPase Li inh: membrane-permeable IMPase blocker, potentiated with lithium. CHO-M1 cells, IP1 TR-FRET (IP-One), carbachol + lithium. Potency, µM (highest dose often 59.4 µM), inactives show at the top dose activity, negative = IMPase inhibition, hits mostly inhibitors. hit rate 0.35% among 210,000. AID 1457;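 also: IP1 builds up when IMPase is blocked and the TR-FRET signal falls; potency is read from the fitted curve at half-maximal effect; plate controls were basal vehicle for no effect and high inhibitor control for full effect; nearly all actives have a fitted effect of over 50% in size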
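Lithium-sensitised IP1 accumulation assay; M1-expressing CHO cells treated 30 min at 37C with compound. Competitive antibody detection by time-resolved FRET followed a 10 min room-temperature lysis step.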
HTT aggregate: mutant huntingtin aggregation inhibition | PC12 HttQ103-GFP aggregates, Acumen cytometry, 40 h | Potency, µM (doses to about 46.1 µM), for inactives: top-dose activity change, negative = inhibition, usual class: inhibitors | hit rate 1.1% among 220,000 | AID 1688; also: potency is read from the fitted curve at half-maximal effect; % is scaled to controls: 0 for no effect and ±100 for the full control effect; nearly all actives have a fitted effect of over 60% in size
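Multiplexed with ATP-based cell death, this channel scores GFP aggregates in PC12 cells expressing inducible HTTex1-Q103-GFP. Induction used 100 nM tebufenozide; compounds were tested in concentration series.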
Active calls of the source: *; ? = inconclusive; / = not tested or not shown; [ ] = remark or other dose. Unless noted, calls follow the shape of the dose curve; as a rule, active = well fitted curve in the direction sought with a large enough effect; inconclusive = small, poorly fitted or top-dose-only effect, or another doubt; inactive = no such curve, though single readings can be large; an effect the other way counts as inactive or inconclusive. An excerpt, so the mix of outcomes need not match the whole.

SMILES	LMNA splice mod	Epigenetic reg	NPSR antagonist	Luc counter	CBFb-RUNX1 inh	IMPase Li inh	HTT aggregate
COc1ccc(-n2c(SCC(=O)Nc3nc(C)cs3)nnc2-c2ccoc2C)cc1	?	1.6%	-6%[46.1 µM]	0%	23%	18%	-5%
Cc1cc(CNC(=O)COc2ccc(C#N)cc2)c2ccccc2n1	/	0.0%	4%	3%	3%	3%	23%
CCN(CC)c1ccc(N=Cc2ccccc2[N+](=O)[O-])cc1	?	7.9%	-39%	-4%	-28%	19%	-15%
COC(=O)C1=C(C)NC(C)=C(C(=O)OCCN(C)Cc2ccccc2)[C@H]1c1cccc([N+](=O)[O-])c1	?	0.0%[16.9 µM]	/	2%[17.1 µM]	-22%[21.7 µM]	5%	/
O=C(c1nc2nc(-c3ccc(Cl)cc3)cc(C(F)(F)F)n2n1)N1CCOCC1	1%	-0.9%	3%[46.1 µM]	-2%	3%	2%[38.3 µM]	-15%
O=C(Nc1c(-c2ccccc2)nc2ccc(Cl)cn12)c1cccs1	?	-1.0%	-2%	0%	6%	6%	2%
O=C(COc1cccc2ccccc12)N/N=C/c1ccccc1OCc1ccc(C(=O)O)cc1	/	2.6%	-41%	6%	-7%	9%	14%
O=C(O)COCC(=O)Nc1ccccc1-c1ccccc1	18%[46 µM]	-0.1%	11%	1%	6%	3%	/
O=C(CCNC(=O)c1ccccc1)N/N=C/c1ccc([N+](=O)[O-])cc1	-17%[46 µM]	3.0%	-2%	3%	8%	4%	16%
Cc1nc(C)c(C(=O)Nc2cccc(Cl)c2)o1	-1%	0.0%	4%[46.1 µM]	-2%	2%	2%[38.3 µM]	-8%
CCc1nnc(NC(=O)CCC(=O)N2CCN(CCOc3ccc(C)cc3)CC2)s1	?	-4.5%	-1%[46.1 µM]	3%	5%	6%[38.3 µM]	-13%
O=C(Nc1ccccc1N1CCOCC1)c1cccc(NS(=O)(=O)c2ccc(F)c(F)c2)c1	?	-0.4%	-30%	2%	9%	9%	-6%
O=C1CCCC/C1=C\Nc1ccc(C(=O)O)c(O)c1	/	0.1%	-7%	/	10%	/	-9%[9.22 µM]
O=C(CCN1CCN(c2ccccc2F)CC1)c1ccc(Br)cc1	?	3.1%	-13%[46.1 µM]	/	-2%	/	8%
COCCCNC(=O)c1ccccc1C(F)(F)F	/	4.3%	2%	/	6%	/	16%[9.22 µM]
Cc1ccsc1/C=N\NC(=O)c1ccc2c(c1)OCO2	?	5.3%	-19%[46.1 µM]	-18%	5%	-1%[38.3 µM]	-26%
CCCN(CCC)C(=O)CSc1nc2c(sc(=S)n2-c2ccc(OCC)cc2)c(=O)[nH]1	/	1.7%	-59%	10%	-7%	3%	15%
COc1cc(CNCc2cccs2)ccc1OCc1cccs1	5%	-1.1%	5%[46.1 µM]	0%	-1%	25%[38.3 µM]	-5%
COc1ccc2c(c1)c(=O)oc1cc(O)ccc12	/	-2.9%	-1%	/	10%	-10%	-4%[9.22 µM]
Cc1onc(-c2ccccc2)c1NC(=O)Nc1c(-c2ccccc2)noc1C	14%[46 µM]	-0.3%	-5%	-3%	-16%	6%	13%
CN(c1ccc(OCC(=O)OCC(=O)c2c(N)n(C)c(=O)n(C)c2=O)cc1)S(=O)(=O)c1ccc2ccccc2c1	/	-2.5%	7%	1%	-9%	7%	?
O=C(O)CCc1nn2c3ccccc3n(Cc3ccccc3F)c2nc1=O	-5%[46 µM]	-0.6%	13%	-3%	14%	4%	7%
CCOC(=O)N1CCN(C(=O)CSc2ncccn2)CC1	5%	2.0%	1%[46.1 µM]	-5%	2%	6%[38.3 µM]	7%
COc1ccc(OC)c(C(=O)NC(CC(N)=O)c2ccc(N3CCC(N4CCCC4)CC3)c([N+](=O)[O-])c2)c1 (configuration not stated)	/	-0.3%	22%	/	-5%	/	40%[9.22 µM]
Cc1cccc2cc(CN(CC3CCCO3)C(=O)c3cccnc3)c3nnnn3c12 (configuration not stated)	14%	0.7%	1%[46.1 µM]	0%	2%	6%[38.3 µM]	4%
COc1ccc(N(C(=O)C2CSC(=O)C2)C(C(=O)NC(C)(C)C)c2ccncc2)cc1 (configuration not stated)	-1%[46 µM]	0.4%	13%	-3%	1%	2%	-8%[9.22 µM]
CCN1C2=NCCCN2c2cc(C)c(C)cc21	?	-0.3%	0%[46.1 µM]	-3%	-4%	0%[38.3 µM]	-6%
CCc1ccc2c(c1)c1nc(C)sc1n2CC(=O)OC	6%	4.1%	-3%[46.1 µM]	-5%	-2%	2%[38.3 µM]	31%
Cc1cc(Br)ccc1SCC(=O)OCC(=O)c1c(N)n(C)c(=O)n(C)c1=O	/	0.7%	-12%	/	4%	/	8%[9.22 µM]
CC(=O)C1=C(O)C(=O)N(c2ccc(Br)cn2)C1c1ccc(F)cc1 (configuration not stated)	/	5.7%	-58%	1%	1%	?	30%
C/C(Cn1nc([N+](=O)[O-])cc1C)=N\NC(=O)COc1ccc(Cl)cc1Cl	-12%	0.0%	10%	-1%	-7%	-3%	-17%
O=C1NC(c2ccccc2OC(F)F)Oc2ccccc21 (configuration not stated)	-4%[46 µM]	?	2%	4%	1%	7%	8%
CC(=O)Nc1ccc(NS(=O)(=O)Cc2ccccc2)cc1	5%	0.7%	9%[46.1 µM]	1%	6%	-2%[38.3 µM]	2%
CC(C)(C)NC(=S)NNC(=O)c1cccc(Br)c1	?	18µM*	-36%	5%	0%	3%	11µM*
COC(=O)/C=C1\SC(=NC(=O)c2cccc(Cl)c2)NC1=O	5%	-1.1%	-6%[46.1 µM]	1%	-4%	-9%[38.3 µM]	14%
O=S(=O)(NCCNS(=O)(=O)c1ccccc1)c1ccccc1	0%	2.2%	4%[46.1 µM]	6%	-4%	6%[38.3 µM]	4%
CCC(=O)Nc1ccc(N/C(N)=N/c2nc(C)cc(C)n2)cc1	/	1.2%	-18%	/	1%	/	-2%[9.22 µM]
CCN(Cc1ccccc1)S(=O)(=O)c1ccc(S(=O)(=O)N2CCN(C)CC2)cc1	1%	-1.0%	-3%[46.1 µM]	-1%	-2%	2%[38.3 µM]	7%
Cc1ccc(C(=O)NC(=S)N2CCN(C(=O)OC(C)(C)C)CC2)cc1Br	?	-1.8%	-15%	0%	7%	12%	4%
COC(=O)CN1C(c2ccc(OC)cc2)=Nc2ccc(Cl)cc2C1c1ccccc1 (configuration not stated)	1%	2.3%	?	0%	-7%	18%	-7%
c1ccc2c(c1)sc1nnnn12	-1%	-17%	-5%[46.1 µM]	-1%	5%	7%[38.3 µM]	-2%
CCOC(=O)N1CCN(C(=O)COc2ccc(S(=O)(=O)NC(C)C)cc2)CC1	-2%	0.0%	1%[46.1 µM]	-3%	3%	19%[38.3 µM]	-3%
Cc1cccc(-n2nc([N+](=O)[O-])c(N3CCN(C(=O)c4ccco4)CC3)[n+]2[O-])c1	-2%[46 µM]	-0.4%	13%	-1%	-1%	9%	8%
CCc1nc(SCc2cc(Cl)ccc2OC)n[nH]1	13%	-0.8%	-3%[46.1 µM]	-2%	6%	17%[38.3 µM]	-8%
CCCNC(=O)c1ccc2c(=O)c(O)c(-c3cccc(Br)c3)[nH]c2c1	/	-3.2%	-7%	/	10%	/	43%[9.22 µM]
O=C(CSc1nnnn1-c1ccccc1)NCc1ccco1	0%	1.0%	6%	2%	3%	5%	-1%
COc1ccc(S(=O)(=O)N2CCN(CC(=O)Nc3cccc(F)c3)CC2)cc1	1%	1.1%	-10%[46.1 µM]	-3%	4%	3%[38.3 µM]	-2%
O=C(Nc1nc2ccc(Cl)cc2s1)c1ccco1	4%	-1.0%	-2%[46.1 µM]	13%	3%	9%[38.3 µM]	-27%
Cc1nn2c(NCc3ccccn3)cc(C(C)C)nc2c1-c1ccccc1	/	?	?	/	3%	/	1%[9.22 µM]
Cc1ccnc(NS(=O)(=O)c2ccc(NC(=O)CN3C(=O)CCC3=O)cc2)n1	/	-0.1%	11%	1%	3%	-1%	-17%

Epigenetic reg, hit marks shown above.
SMILES,LMNA splice mod,Epigenetic reg,NPSR antagonist,CBFb-RUNX1 inh
CC(C)(C)NC(=S)NNC(=O)c1cccc(Br)c1,?,18µM*,-36%,0%

Next compounds follow.
SMILES	LMNA splice mod	Epigenetic reg	NPSR antagonist	Luc counter	CBFb-RUNX1 inh	IMPase Li inh	HTT aggregate
CN(Cc1nc(Cc2ccccc2F)no1)CC1(N2CCOCC2)CCCCC1	/	-1.2%	21%	/	10%	0%	13%[9.22 µM]
O=C(c1nc2ncccn2n1)N1CCc2ccccc2C1	-2%	-0.7%	-19%[46.1 µM]	9%	1%	-7%[38.3 µM]	-7%
COc1cc(/C=N/NC(=O)CC2C(=O)NN=C2C)ccc1O (configuration not stated)	/	-3.7%	10%	/	10%	/	15%[9.22 µM]
CCC(=O)Nc1nnc(-c2ccc(OC)cc2)o1	-8%	2.1%	-4%[46.1 µM]	-2%	-6%	2%[38.3 µM]	?
c1ccc(-c2nnsc2-c2ncc[nH]2)cc1	-11%[46 µM]	-1.5%	11%	0%	6%	0%	-11%
Cc1c(C(=O)NC(C)C)sc2ncn(CC(=O)N3CCC(C)CC3)c(=O)c12	2%	2.0%	-10%[46.1 µM]	-3%	2%	16%[38.3 µM]	30%
Cc1c(N=C(N)/N=C(\N)Nc2ccc(Br)cc2)c(=O)n(-c2ccccc2)n1C	-23%	1.3%	-8%[46.1 µM]	2%	-14%	13%	-11%
COC(=O)c1ccc(NC(=S)Nc2ccc3ccccc3c2)cc1	11%	-3.0%	-7%[46.1 µM]	2%	4%	-5%[38.3 µM]	23%
Cc1nc2c3cc(Cl)ccc3n(CCN3CCCCC3)c2s1	?	6.8%	-7%[46.1 µM]	-5%	-5%	31%[38.3 µM]	14%
Cc1cc2oc(C(=O)NCc3ccncc3)c(C)c2cc1C	-8%	0.0%	4%[46.1 µM]	4%	3%	0%[38.3 µM]	?
COC(=O)N/N=C/c1cc(Cl)c(OCc2ccc(F)cc2)c(OC)c1	6%	-1.0%	3%	1%	6%	8%	7%
CC(C)CC(=O)Nc1ccc(C(=O)NNC(=O)C(c2ccccc2)c2ccccc2)cc1	-11%	2.9%	-11%[46.1 µM]	-5%	6%	45%[activator][38.3 µM]	8%
Cc1c(C)c(C)c(S(=O)(=O)n2[nH]c(=O)c(CCO)c2C)c(C)c1C	-10%[46 µM]	1.5%	-17%	-2%	-2%	6%	4%
COCc1cc(=O)n2[nH]c(-c3ccco3)cc2n1	/	0.1%	-7%	/	13%	/	-8%[9.22 µM]
